Compound activity (PubChem)
KOR beta-arrestin-1: KOR antagonists, beta-arrestin recruitment, cell-based, luminescence, uHTS (AID 1778); KOR beta-arrestin recruitment, luminescence, antagonist mode; higher % means a stronger effect; inhibition, % at 10 µM, or IC50 in µM where a hit was titrated; 290,000 tested, 0.091% active; in the data active = inhibition above about 50%; note: strong numbers were not always called active
GPR35 antagonists: inhibition of zaprinast-stimulated GPR35 beta-arrestin translocation – imaging, U2OS, beta-arrestin-GFP, zaprinast agonist, primary screen (AID 2058). 290,000 tested, 0.052% active. inhibition, % at 10 µM, or IC50 in µM where a hit was titrated. U2OS GPR35 beta-arrestin-GFP translocation imaging, zaprinast antagonism; higher % means a stronger effect;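 active = inhibition of at least 50% with at least 30 cells and total cytoplasm GFP at most 10,000,000; inconclusive = under 30 cells or total GFP of 10,000,000 plus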
West Nile antiviral: inhibition of WNV-induced cytopathic effect – cell-based, CPE readout (AID 1621) | 290,000 tested, 0.02% active | West Nile virus-infected cells, CPE inhibition; higher % means a stronger effect | one-dose CPE inhibition, % at 10 µM; IC50 in µM for titrated hits; in the data active = a potency from the dose series; inconclusive = CPE inhibition mostly from about 3.7% at the one dose, without a potency; inactive = the rest, 99 in 100 with CPE inhibition below about 2.2%; note: strong numbers were not always called active
KOR beta-arrestin-2: kappa opioid receptor activators – cell-based, luminescence, uHTS, primary screen (AID 1777) | one-dose activation, % at 10 µM; EC50 in µM for titrated hits | KOR beta-arrestin recruitment, luminescence; higher % means a stronger effect | 280,000 tested, 0.02% active; in the data active = activation above about 50%, passing the limit was not always enough; note: a part of the inactive calls stands beside numbers as strong as those of hits
GPR55 beta-arrestin: GPR55 agonists via beta-arrestin recruitment, primary screen, imaging, U2OS cells, beta-arrestin-GFP redistribution (AID 1961) | one-dose activation, % at 10 µM; EC50 in µM for titrated hits | 290,000 tested, 0.048% active | U2OS GPR55 beta-arrestin-GFP redistribution imaging; higher % means a stronger effect;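 active = activation above 40% with more than 50 cells counted in the well; inconclusive = wells holding fewer than 50 cells, flagged as toxic or sparse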;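 note: U2OS osteosarcoma cells stably expressing GPR55 and beta-arrestin-GFP; plate controls were DMSO negative control for no effect and LPI positive control for full effect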
GPR55 LPI antagonism: GPR55 antagonists blocking LPI-driven arrestin recruitment, primary screen, imaging, U2OS, beta-arrestin-GFP, LPI agonist (AID 2013); U2OS GPR55 beta-arrestin-GFP translocation imaging, LPI antagonism; higher % means a stronger effect; one-dose inhibition, % at 10 µM; IC50 in µM for titrated hits; 290,000 tested, 0.13% active;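 active = spots per cell inhibited over 60%, with over 100 cells counted and total cytoplasm intensity under 500,000; inconclusive = wells with under 100 cells, flagged as likely toxic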;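 note: U2OS cells stably carrying GPR55 and arrestin-GFP stimulated by 5 µM LPI near EC80; imaged beta-arrestin-GFP aggregate spots per cell after agonist stimulation; plate controls were LPI-stimulated DMSO wells for no effect and DMSO wells without LPI for full effect; some results filed as inactive read as strong as hits; confirmed hits need IC50 under 10 µM and bright autofluorescent wells are also inconclusive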
PhoP inhibition: PhoP-dependent GFP reporter repression – Salmonella Typhimurium, primary screen (AID 1863) | 300,000 tested, 0.16% active | inhibition, % at 50 µM, or IC50 in µM where a hit was titrated | S. Typhimurium PhoP-regulated promoter GFP reporter, 4 h; higher % means a stronger effect;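 active = inhibition over 29.93%, a cutoff 3 SD above the screen mean, later confirmed by dose response; inconclusive = inhibition over 29.93% but no dose response follow-up; inactive = inhibition at most 29.93% or unconfirmed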;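 note: 0% = low Mg2+ inducing control and 100% = high Mg2+ repressing control; strong numbers were not always called active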
NTR1 ag: agonists of NTR1, primary screen, imaging, U2OS cells, beta-arrestin-GFP, high content (AID 493036); NTR1-U2OS beta-arrestin-GFP spot imaging, agonist mode; activation, % at 20 µM; P30989; 330,000 tested, 0.17% active;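 active = activation at or above 40% of the spot to cytoplasm intensity ratio, with at least 20 cells analyzed; inconclusive = wells under 20 cells, flagged as cytotoxic or low count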;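 note: 0% = DMSO without peptide and 100% = 100 nM NTR1 peptide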
Target sequence (P30989 whole entry, looked up): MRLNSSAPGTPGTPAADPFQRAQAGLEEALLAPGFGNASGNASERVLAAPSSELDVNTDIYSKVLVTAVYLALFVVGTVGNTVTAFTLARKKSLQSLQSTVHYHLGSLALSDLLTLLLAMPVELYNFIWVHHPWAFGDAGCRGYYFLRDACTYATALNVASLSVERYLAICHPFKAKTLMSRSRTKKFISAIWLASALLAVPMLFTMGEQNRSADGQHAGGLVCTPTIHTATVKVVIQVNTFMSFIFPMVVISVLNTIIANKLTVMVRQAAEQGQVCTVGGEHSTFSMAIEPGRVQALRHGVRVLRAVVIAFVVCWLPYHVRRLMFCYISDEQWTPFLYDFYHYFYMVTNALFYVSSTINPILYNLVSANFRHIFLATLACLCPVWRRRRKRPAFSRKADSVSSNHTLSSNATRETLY
T cell HTS: modulates CD8 T cell binding to vesicles. 2C CD8+ T cell-vesicle binding, flow cytometry; active compounds read low. calls only at 7 µM. 330,000 tested, 0.068% active;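 active = response, share of CD8 T cells binding vesicles, and their 90th percentile fluorescence all below set limits, cut at about 80% in these data, passing the limit was not always enough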
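Read-out – percent CD8+ FL2 mean versus row control · System – murine 2C transgenic CD8+ T lymphocytes · Times – 1.5 h cell–vesicle binding at 37 °C, then 20 min icy labelling · Control set – naked vesicles low, QL9 vesicles with vehicle high · Detection – cytometric PE anti-B7-1 and Alexa647 anti-CD8 signals after 1% paraformaldehyde fixation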
T cell HTS vesicle-bound %: recorded beside T cell HTS, whose call it bears; double positive events, %; measured here: CD8+ vesicle-bound cell fraction;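 binding gate set so that unloaded-vesicle control wells show 10% double positive cells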
NTR1 ag cell count 20 µM: second read-out of NTR1 ag, no call of its own (marks repeat the call); cell count; measured here: cell count, cytotoxicity flag
* = called active by the depositor; i = inactive; ? = inconclusive; · = not tested or not shown; & = joins results of further samples; [ ] = dose if it differs, or a comment.

SMILES	KOR beta-arrestin-1	GPR35 antagonists	West Nile antiviral	KOR beta-arrestin-2	GPR55 beta-arrestin	GPR55 LPI antagonism	PhoP inhibition	NTR1 ag	NTR1 ag cell count 20 µM	T cell HTS	T cell HTS vesicle-bound %
CN(C(=O)COc1ccccc1C(=O)NCCOc1ccccc1)c1ccccc1	-14%	-14%	1.7%	4.4%	-0.1%	43%	10%	107*	59*	i	7
CN(C)c1cccc2c1c(NC(=O)Nc1ccc(Cl)cc1Cl)nn2C	5%	16%	0.3%	36%	0.2%	3%	-1%	3.0	59	i	30
CNC(=S)N(Cc1ccc(OC)cc1)C1CC(=O)N(c2ccc(Cl)cc2)C1=O (stereo unspecified)	-10%	-4%	·	5.2%	0.4%	22%	12%	1.6	50	i	42
C=CCN1C(=O)c2ccc(C(=O)N3CCN(S(=O)(=O)c4cccc(Cl)c4)CC3)cc2C1=O	-5%	-14%	-0.1%	8.0%	-0.2%	18%	-4%	0.9	44	i	3
COCC(C)NC(=O)c1cc2cc(OC)ccc2[nH]1 (stereo unspecified)	-2%	0%	0.5%	2.5%	-0.2%	2%	2%	3.4	47	i	54
COc1ccc(CNC(=O)CCS(=O)(=O)c2ccc(Br)cc2)cc1	11%	8%	1.6%	-2.5%	-0.1%	7%	8%	-0.9	64	i	29
CCOCCCNC(=O)c1cn(C)c(=O)c2cc(OC)c(OC)cc12	5%	-14%	-0.5%	-2.0%	-0.2%	22%	-7%	-1.7	72	i	29
Cc1ccccc1C1NC(=S)NC2=C1C(=O)CC(C)(C)C2 (stereo unspecified)	1%	-4%	0.6%	-2.4%	0.6%	14%	-5%	2.7	51	i	58
Cc1ccc(OC(C)C(=O)N(C)Cc2ccccc2)c([N+](=O)[O-])n1 (stereo unspecified)	20%	8%	0.1%	2.8%	0.3%	4%	-2%	1.2	66	i	59
CCOCCCNC(=O)c1c[nH]c2ccc(S(=O)(=O)Nc3cccc(OC)c3)cc2c1=O	-50%	24%	0.2%	-1.4%	-0.1%	-4%	-7%	-0.1	58	i	5
CCOCCCNC(=O)C1CCC(=O)N1CCc1ccccc1 (stereo unspecified)	4%	-7%	0.3%	-0.4%	0.3%	-4%	-1%	-1.2	39	i	9
CCS(=O)(=O)N1CCC(C(=O)NCc2cccc(OC)c2)CC1	-12%	6%	·	1.0%	0.0%	20%	-2%	1.2	45	i	33
COc1ccccc1NC(=O)C1(c2ccccc2)CCCC1	3%[20 µM]	11%	-1.1%	-1.0%	0.0%	1%	8%	0.4	43	i	20
O=C(NC(=S)Nc1cc(C(F)(F)F)ccc1N1CCOCC1)c1ccco1	24%	2%	-0.9%	0.0%	0.4%	-12%	2%	4.9	39	i	46
C1CNC(C23CC4CC(CC(C4)C2)C3)=N1	10%	1%	-0.4%	-4.8%	-0.2%	10%	0%	4.2	51	i	63
C[C@@H](C(=O)N[C@@H](Cc1ccccc1)C(=O)O)n1nnc2ccccc2c1=O	12%	3%	0.3%	1.8%	-0.2%	1%	-5%	1.4	64	i	28
CCCC1CCC(C(=O)n2nc(N)c3cc4ccc(OC)cc4nc32)CC1 (stereo unspecified)	13%	-11%	·	-2.4%	0.3%	2%	6%	3.7	48	i	31
OCCCCNCc1ccc(OCc2ccccc2Cl)cc1	-22%	7%	0.2%	4.4%	-0.1%	-3%	19%	-0.9	49	i	22
COc1ccc(NS(=O)(=O)c2ccc(OCC(=O)N3CCCC3)cc2)cc1	24%	-16%	0.1%	1.3%	0.9%	-4%	-2%	4.9	84	i	48
CN1C(C)(C)c2ccccc2OS1(=O)=O	-25%[20 µM]	2%	-0.1%	·	-0.1%	-1%	10%	-2.2	77	i	30
Cc1ccc(-c2nn(-c3ccccc3)cc2CN(C)C(=O)CCC(=O)O)cc1C	2%	2%	0.8%	-4.7%	0.6%	-2%	-3%	0.0	49	i	47
CCc1ccc(C(=O)N/N=C/c2cccc3ccccc23)nc1	15%	-11%	-0.5%	-2.7%	-0.2%	1%	-8%	1.4	69	i	50
CCCn1nc(NS(C)(=O)=O)c2cc3cccc(C)c3nc21	-2%	9%	0.4%	-9.1%	-0.2%	7%	9%	-0.9	81	i	18
CCn1cc(C(=O)OCC(=O)NCc2ccccc2Cl)c(=O)c2ccc(C)nc21	3%	-6%	-0.7%	-4.5%	-0.2%	-17%	7%	1.9	52	i	0
Fc1ccc(SCCc2ccccn2)cc1	22%&16%	10%&16%	0.1%&2.8%	4.8%&3.3%	-0.2%&0.1%	2%&13%	-4%&-5%	0.4&0.1	52&58	i	43&31
Cc1cc(NC(=O)C2CC(=O)N(c3ccccc3Cl)C2)no1 (stereo unspecified)	-14%	-6%	-0.2%	1.7%	0.0%	3%	-4%	-0.7	61	i	23
NS(=O)(=O)c1ccc(NC(=O)Cc2cccs2)cc1	-48%[20 µM]	-3%	0.1%	-3.5%	0.2%	13%	1%	1.8	73	i	25
Cc1ccc(C2OCC3(CO2)COC(c2ccc(C)cc2)OC3)cc1 (stereo unspecified)	-24%	5%	0.0%	-0.8%	0.4%	3%	-10%	-0.4	47	i	41
O=C(c1ccc(Cl)cc1)N(Cc1ccco1)C1CCS(=O)(=O)C1 (stereo unspecified)	-5%[20 µM]	4%	-0.8%	-3.7%	0.4%	-4%	·	8.2	59	i	47
CCN(CC)c1ccc(C(=O)OCc2cc(=O)oc3cc(O)ccc23)cc1	6%	-11%	0.4%	-0.2%	0.3%	11%	11%	20	57	i	52
CC(=O)Nc1sc(-c2ccccc2)nc1-c1ccccc1	4%	8%	1.9%	1.5%	0.5%	17%	5%	-0.2	29	i	48
O=C(Oc1ccc(/C=N/O)cc1)c1ccccc1	2%	8%	0.3%	-2.1%	-0.2%	4%	6%	2.5	59	i	35
CCN(CC)C(=O)c1cc2c(=O)c3cc(Cl)ccc3oc2nc1C	11%[20 µM]	12%	-0.5%	-6.7%	-0.1%	5%	-10%	0.8	55	i	45
Cc1cc(C)c(NC(=S)NCC2CCN(C(C)c3ccccc3)C2)c(C)c1 (stereo unspecified)	14%	7%	-1.2%	3.8%	-0.4%	5%	-4%	-1.2	56	i	44
CCOC(=O)Cn1cnc2c(cnn2-c2ccccc2)c1=O	-15%	5%	0.4%	1.6%	0.6%	9%	-5%	0.3	43	i	44
Cc1onc(-c2c(F)cccc2Cl)c1C(=O)N1CCN(c2ncc(Br)cn2)CC1	-5%	12%	-1.4%	·	0.3%	7%	-3%	0.7	46	i	27
Cc1ccc2cc(C=O)c(N3CCOCC3)nc2c1C	-39%[20 µM]	5%	-0.4%	-1.7%	-0.1%	-20%	9%	-1.1	56	i	20
Cc1c(Cl)c([N+](=O)[O-])nn1CCCC(=O)NC(C)c1ccccc1 (stereo unspecified)	6%	-20%	-0.9%	-4.1%	0.2%	6%	-1%	1.5	84	i	61
Clc1ccc2[nH]c3c(NCCN4CCOCC4)ncnc3c2c1	7%	-18%	-0.2%	-0.9%	-0.1%	-3%	-3%	2.0	58	i	42
CN(C)c1ccc(C(=O)/C=C/c2ccco2)cc1	16%	-5%	-0.6%	3.1%	-0.4%	7%	-2%	-0.7	68	i	47
CCN(CC)c1nc(C(N)=O)cc(-c2ccccc2)n1	-17%	2%	1.1%	1.5%	-0.1%	-7%	5%	8.8	70	i	31
COc1cc(OC)cc(-c2nnc(Nc3nc4c(F)cccc4s3)o2)c1	-14%	-1%	0.5%	-2.5%	-0.2%	2%	-16%	3.9	52	i	66
FC(F)(F)c1cc(-c2cccs2)nc2nc(N3CCOCC3)sc12	-73%	5%	2.4%	4.1%	0.7%	-5%	-7%	6.2	24	i	7
Cc1ccc2nc(-c3cccc(NC(=O)c4ccc5c(c4)OCCO5)c3)oc2c1	-4%	7%	0.5%	1.5%	0.2%	22%	10%	5.0	93	i	30
O=C(Cc1ccc(Cl)cc1)NCC(=O)N1CCCCC1	-29%[20 µM]	-7%	-0.1%	-3.4%	-0.1%	4%	-4%	0.3	52	i	62
CCOC(=O)Cc1csc(NC(=O)COc2ccccc2)n1	-9%	2%	1.0%	0.9%	-0.2%	12%	-6%	0.5	67	i	25
CC(C)(C)C(=O)N1CCN(CCN2C(=O)c3cccc4cccc(c34)C2=O)CC1	-24%	-3%	-0.8%	1.4%	-0.2%	-1%	-3%	0.0	69	i	60
CSCCC(C(=O)Nc1ccc2c(c1)OCO2)N1C(=O)c2ccccc2C1=O (stereo unspecified)	15%	-10%	0.6%	0.4%	-0.1%	4%	-4%	-2.0	89	i	34
O=C(CSc1ccc(Cl)cc1)N1CCN(c2ncc(C(F)(F)F)cc2Cl)CC1	-15%	-1%	-0.3%	0.4%	-0.3%	-4%	-3%	12	57	i	51
CCOc1ncccc1C(=O)NCc1ccc(C)cc1	9%	-7%	-0.4%	-7.3%	-0.1%	-8%	-4%	-0.6	52	i	40
NNC(=O)c1ccc(COc2cccc3ccccc23)o1	-11%	7%	0.0%	1.7%	0.3%	-5%	-6%	-0.5	46	i	29
Cc1cccc(OCCCC(=O)Nc2nc3ccccc3[nH]2)c1	8%	9%	?	-0.1%	0.3%	-1%	3%	-1.3	61	i	25
Cc1cccnc1NC(=O)c1ccccc1-c1ccccc1C(=O)Nc1ncccc1C	-33%	8%	0.1%	1.8%	0.0%	-4%	-8%	1.1	48	i	47
CCCCOn1c(C)c(C(C)=O)c2c3no[n+]([O-])c3ccc21	-23%[20 µM]	-6%	-0.2%	-2.9%	-0.1%	4%	-1%	8.1	60	i	57
CC(C)NC(=O)NC(=O)COC(=O)c1ccccc1Oc1ccccc1	26%	-4%	-0.3%	0.1%	-0.1%	-3%	-4%	0.6	75	i	12
